JMJD2A Tudor inh – qHTS Assay for Inhibitors of JMJD2A-Tudor Domain. actives 4.4% (n = 390,000). Potency, µM (series often up to 114 µM), for the others: at the highest dose activity change, negative = inhibition, most hits filed as inhibitors. AlphaScreen JMJD2A-Tudor / H3K4me3 peptide binding; note: potency is the fitted concentration of half-maximal effect; % is set by controls: 0 for no effect and ±100 for the full control effect; nearly all actives have a fitted effect of over 50% in size
GLS inhibitor – qHTS for Inhibitors of Glutaminase (GLS); GLS enzymatic activity, qHTS titration; Potency, µM (doses to about 45.5 µM), without a hit: at the highest dose activity change, negative = inhibition, hits mostly inhibitors; AID 624170, 2012; actives 0.21% (n = 410,000); note: potency is the fitted concentration of half-maximal effect; % is set by controls: 0 for no effect and ±100 for the full control effect
Target sequence (O94925 whole entry, looked up): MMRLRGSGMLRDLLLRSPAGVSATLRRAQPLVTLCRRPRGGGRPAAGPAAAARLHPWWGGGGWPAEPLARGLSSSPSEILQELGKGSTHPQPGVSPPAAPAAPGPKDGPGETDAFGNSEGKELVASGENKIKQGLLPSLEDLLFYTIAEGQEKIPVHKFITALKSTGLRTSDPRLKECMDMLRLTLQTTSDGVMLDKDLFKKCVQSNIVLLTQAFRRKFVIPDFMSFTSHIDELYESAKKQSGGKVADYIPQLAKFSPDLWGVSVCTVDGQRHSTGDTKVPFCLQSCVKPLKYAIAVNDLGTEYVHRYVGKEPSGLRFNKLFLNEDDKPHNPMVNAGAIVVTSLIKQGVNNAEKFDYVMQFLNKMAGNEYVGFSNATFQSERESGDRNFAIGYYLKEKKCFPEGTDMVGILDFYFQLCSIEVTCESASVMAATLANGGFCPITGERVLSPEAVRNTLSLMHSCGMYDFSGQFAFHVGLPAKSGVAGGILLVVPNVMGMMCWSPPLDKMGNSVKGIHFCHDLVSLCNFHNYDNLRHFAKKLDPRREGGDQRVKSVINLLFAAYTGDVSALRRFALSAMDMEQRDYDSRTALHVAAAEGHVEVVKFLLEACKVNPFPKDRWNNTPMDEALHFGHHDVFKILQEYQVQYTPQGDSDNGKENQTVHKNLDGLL
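Read-out is an Amplex red fluorescence increase coupled through glutamate oxidase and HRP, measured before and after 30 min room-temperature incubation. hKGA is in 45 mM KH2PO4 (pH 8.2) with 0.02% Tween-20; glutamine added as 1mM solution.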
PGK inhibitor – qHTS Assay to Find Inhibitors of Phosphoglycerate Kinase | PGK/GAPDH coupled, Kinase-Glo luminescence, 60 min | AID 602233, 2012 | actives 0.043% (n = 380,000) | Potency, µM (doses to about 57.5 µM), for the others: top-dose activity change, negative = inhibition, usual class: inhibitors | Phosphoglycerate kinase, glycosomal (Trypanosoma brucei brucei), P07378; note: potency is the fitted concentration of half-maximal effect; % is set by controls: 0 for no effect and ±100 for the full control effect; nearly all actives have a fitted effect of over 60% in size
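Luminescent ATP detection (Kinase-Glo Plus) follows a 60-minute room-temperature incubation, with wells lacking PGK as controls. Buffer: 100 mM TEA (pH 7.6), 5 mM MgCl2, 0.01% Tween-20. Coupling enzyme GAPDH (100 nM final) supplies unstable 1,3-BPG in-well.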
ERG Ets-DNA blk – qHTS for Small Molecule Inhibitors of the ERG Ets/DNA interaction; AID 624246, 2012; actives 0.028% (n = 370,000); Potency, µM (highest dose often 76.9 µM), without a hit: at the highest dose FP activity, negative = inhibition, hits mostly inhibitors; Transcriptional regulator ERG (Homo sapiens), P11308; fluorescence polarization, His-ERG Ets domain / labelled DNA; active = well fitted inhibition curve with a large enough effect in the polarisation, with a control signal flat; inconclusive = small, poorly fitted or top-dose-only effect, or effect the other way, or a change in a side signal; inactive = no such curve, though single readings can be large or run the other way; the % refers to the polarisation;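 note: polarization taken with two DNA probes labelled with fluorescein and Texas red; potency is the fitted concentration of half-maximal effect; % of control where 0% means no effect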
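His-tagged ERG Ets domain (1 uM in the protein solution; 300mM KCl, 50mM Tris-HCl, 1mM EDTA, 1mM DTT, pH 7.5) received compound, then a probe mix of 5 nM fluorescein-DNA and 100nM Texas-615-DNA. Fluorescence polarization was read for both dyes.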
BAZ2B block – qHTS Assay for Inhibitors of BAZ2B; Bromodomain adjacent to zinc finger domain protein 2B (Homo sapiens), Q9UIF8; AlphaScreen BAZ2B-H3K14Ac peptide displacement; AID 504333, 2011; actives 4.4% (n = 360,000); Potency, µM (series often up to 114 µM), inactives show at the highest dose activity change, negative = inhibition, actives largely listed as inhibitors; note: potency is the fitted concentration of half-maximal effect; % is set by controls: 0 for no effect and ±100 for the full control effect; nearly all actives have a fitted effect of over 60% in size
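Compounds, titrated to a top concentration of 110 uM, were incubated 30 min at room temperature with preformed BAZ2B/acetyl-K14 H3 peptide complex (50 nM each). Proximity signal was measured by AlphaScreen after 20 min with beads.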
PI4K2A inh – qHTS for small molecular inhibitors of PI4K2A; purified PI4K2A, ADP-Glo luminescence, 1 h; active compounds read low; activity change, negative = inhibition, % at 76.9 µM; actives 0.13% (n = 420,000); in the data active = activity change below about -50%; inconclusive = mostly about -30% to -49%;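 note: -100% = wells without enzyme as full effect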
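ADP-Glo luminescence measured ADP generated by PI4K2A enzyme (4 ug/mL before mixing) with 1.2 mM PI substrate (pre-mix) and 300 microM ATP (pre-mix). Tris pH7.5 buffer with MgCl2, Triton X-100; 1 h reaction at ambient temperature.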
G9a block – qHTS Assay for Inhibitors of Histone Lysine Methyltransferase G9a; Potency, µM (top dose mostly 102 µM), for the others: top-dose activity, negative = inhibition, actives largely listed as inhibitors; G9a H3K9 monomethylation, AlphaScreen, 2 h; actives 8.8% (n = 350,000); note: potency is the fitted concentration of half-maximal effect; % is set by controls: 0 for no effect and ±100 for the full control effect; nearly all actives have a fitted effect of over 75% in size
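G9a (20 nM) was preincubated 15 min with compound, then reacted 2 h at room temperature with 500 nM biotin-H3K9 peptide and 20 µM SAM. Monomethyl-H3K9 detected by AlphaScreen using anti-H3K9me1 antibody.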
HP1b binding inh – HTS for Inhibitors of HP1-beta Chromodomain Interactions with Methylated Histone Tails. Chromobox protein homolog 1 (Homo sapiens), P83916. AlphaScreen HP1-beta / biotin-H3K9me3 peptide binding. Potency, µM (highest dose often 114 µM), for inactives: at the top dose activity change, negative = inhibition, actives largely listed as inhibitors. actives 0.56% (n = 390,000); note: potency is the fitted concentration of half-maximal effect; nearly all actives have a fitted effect of over 70% in size; inactives centre near 23
Target sequence (P83916 whole entry, looked up): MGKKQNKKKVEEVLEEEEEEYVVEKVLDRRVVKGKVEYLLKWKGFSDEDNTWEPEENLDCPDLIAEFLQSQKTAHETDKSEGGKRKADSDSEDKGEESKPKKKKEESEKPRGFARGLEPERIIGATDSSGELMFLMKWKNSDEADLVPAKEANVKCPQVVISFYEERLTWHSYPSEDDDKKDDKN
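Compound inhibition of the preformed complex between 50 nM HP1-beta and 50 nM biotinylated H3K9me3 peptide was read by AlphaScreen. Buffer was PBS pH 7.4 with 0.01% Tween-20. Incubations ran 30 min at room temperature, with 10 ug/mL donor/acceptor beads.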
Pin1 inh – qHTS Assay to Find Inhibitors of Pin1; Pin1 FP peptide displacement, HiFluor488, 10 min; Peptidyl-prolyl cis-trans isomerase NIMA-interacting 1 (Homo sapiens), Q13526; Potency, µM (top dose mostly 115 µM), inactives show at the highest dose activity, negative = inhibition, hits mostly inhibitors; actives 0.009% (n = 390,000); AID 504891, 2011; active = well fitted inhibition curve with a large enough effect in the polarisation, with a control signal flat, not every such curve was filed as active; inconclusive = small, poorly fitted or top-dose-only effect, or effect the other way, or a change in a side signal; inactive = no such curve, though single readings can be large or run the other way; the % refers to the polarisation; note: potency is the fitted concentration of half-maximal effect; % is set by controls: 0 for no effect and ±100 for the full control effect
Target sequence (Q13526 whole entry, looked up): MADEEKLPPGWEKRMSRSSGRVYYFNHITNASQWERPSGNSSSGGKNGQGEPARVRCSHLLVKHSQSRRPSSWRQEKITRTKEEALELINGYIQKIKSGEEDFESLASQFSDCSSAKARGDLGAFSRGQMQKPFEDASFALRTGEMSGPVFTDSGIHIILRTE
* hit, by the source's call; i = inactive; ? = inconclusive; / = not tested or not shown; [ ] = dose if it differs, or a comment. Unless noted, calls come from the whole dose curve; as a rule, active = well fitted curve in the direction sought with a large enough effect; inconclusive = small, poorly fitted or top-dose-only effect, or another doubt; inactive = no such curve, though single readings can be large; an effect the other way counts as inactive or inconclusive.

SMILES	JMJD2A Tudor inh	GLS inhibitor	PGK inhibitor	ERG Ets-DNA blk	BAZ2B block	PI4K2A inh	G9a block	HP1b binding inh	Pin1 inh
COc1ccc(-c2noc(CCC(=O)N3CCN(c4ccccc4F)CC3)n2)cc1	-23%	-1%	i	-3%	/	-2	/	32%	3%
O=C(O)COc1ccccc1/C=N/NC(=O)Cc1csc(Nc2cccc(C(F)(F)F)c2)n1	-15%	11%	0%	0%	/	-2	-29%	39%	-17%
COc1ccc(NC(=O)C(CCS(C)(=O)=O)NC(C)=O)cc1 (centres undefined)	20%[11.4 µM]	-6%	-1%	3%	13%	-7	-29%[12.7 µM]	0%	6%
Cc1ccc(C)c(NC(=O)c2nnn(Cc3ccc(F)cc3Cl)c2N)c1	-10%	-12%	i	4%	3%	4	-10%[59 µM]	40%[activator]	0%
COc1cc(C(=O)Oc2cc(N)n(S(=O)(=O)c3ccc(F)cc3)n2)cc(OC)c1OC	-27%	-12%	i	0%	-3%	39	?	19%	-1%
CC(C)c1ccc(C2c3c(oc4ccc(Cl)cc4c3=O)C(=O)N2CCCN2CCOCC2)cc1 (centres undefined)	-14%	-15%	14%	5%	?	-2	-41%[59 µM]	19%	1%
CCOC(=O)N1CCC(N2C(=O)c3ccccc3C2Nc2c(C)cccc2C)CC1 (centres undefined)	-4%	0%	i	-18%	2%	-10	-8%	6%	2%
CC(NC(=O)CCc1nc2cc(S(=O)(=O)N3CCOCC3)ccc2n1C)c1ccc(S(N)(=O)=O)cc1 (centres undefined)	-8%	16%	0%	-5%	-13%	-1	-2%[0.501 µM]	13%	-14%
OCC1OC(n2cnc3c(SCc4ccccc4)ncnc32)C(O)C1O (centres undefined)	-17%	1%	5%	2%	/	1	/	21%	-8%
Cc1ccc(-c2cc(C(=O)N3CCN(S(=O)(=O)c4ccc(Br)cc4)CC3)[nH]n2)c(C)c1	-15%	-7%	-9%	2%	-2%	1	2%[59 µM]	14%	0%
O=C(CNc1ccccc1)N/N=C/c1ccc2c(c1)OCCO2	-23%	30%[activator]	3%	-12%	-14%	4	7%[59 µM]	11%	2%
CC(C)Oc1ccc(C(=O)Nc2cc(S(=O)(=O)N3CCOCC3)ccc2N2CCOCC2)cc1	-22%	3%	0%	16%	7%	3	-43%	2%	-6%
CCOC(=O)c1c(S(=O)(=O)Nc2ccccc2OCC)c(C)n(C)c1C	-2%	1%	-4%	1%	-4%[57.1 µM]	-2	14%	35%	-1%
Cc1cc(C)c(C)c(S(=O)(=O)Nc2ccccc2C(=O)O)c1C	-15%	-13%	-6%	5%	-18%	0	?	-4%	-21%
COc1ccc(NC(=O)c2cc(-c3ccc(F)cc3)no2)cc1OC	?	4%	-6%	0%	-37%	-3	?	-8%	-1%
Cc1ccc(NC(=O)COC(=O)CCC2CCCC2)c(Br)c1	155%[activator]	19%	11%	-3%	186%[activator]	-1	75%[activator][12.7 µM]	211%	-4%
O=C(Nc1ccccc1)Nc1ccccc1C(=O)NCc1ccccc1	-5%	8%	-1%	-4%	-4%	-5	12%[59 µM]	14%	0%
O=C1CN(c2ccccc2)C(=O)N1	0%	1%	-4%	1%	0%	3	26%	24%	-1%
CCCc1nccn1S(=O)(=O)c1cc(OC)ccc1OC	-8%	12%	2%	6%	-23%	-4	-17%[59 µM]	25%	-1%
CN(C)c1ccc(-c2ccc3oc(-c4ccsc4)cc(=O)c3c2)cn1	-21%	2%	-4%	16%	/	-6	/	26%	18%
CC(C)c1nc(C#N)c(NCCCn2ccnc2)o1	2%	16%	i	2%	-13%	11	-34%	24%	-3%
COc1ccccc1C(=O)NC(=O)COC(=O)C1CCC1	1%	-1%	2%	-1%	-1%	3	12%[2.33 µM]	35%	3%
CC(C)CNC(=O)C1Nc2ccccc2C2C=CCC12 (centres undefined)	?	8%	2%	13%	/	-7	/	-13%	?
Cc1nn(-c2ccccc2)c(Cl)c1/C=N/NC(=O)c1nn(C)cc1[N+](=O)[O-]	15%	-3%	-6%	9%	-32%	-1	-24%	55%[activator]	0%
NC(=O)c1ccccc1N=Cc1cccnc1	2%	1%	0%	-9%	/	2	/	38%[activator]	-2%
O=C(CNC(=O)c1ccc(Cl)cc1Cl)OCc1nnc(-c2ccccc2Br)o1	-16%	0%	4%	0%	/	5	/	20%	-5%
COc1cccc(C(=O)CC(=O)C(=O)Nc2cc(OC)ccc2OC)c1	?	23%	-10%	-4%	-29%	-1	-9%	?	-4%
CCCSc1nnc2[nH]c(=O)cc(C)n12	-4%	9%	i	3%	-2%	8	4%[59 µM]	85%[activator]	10%
Fc1ccc(NC(=S)N2CCCc3ccccc32)cc1	-26%	15%	6%	1%	?	-17	40µM*	-17%	-3%
CCOC(=O)N1CCN(c2nc(-c3ccccc3)c3cc(C)ccc3n2)CC1	51%[activator]	12%	-1%	-5%	45%[activator]	-3	111%[activator]	100%[activator]	4%
NC(=O)c1ccc(NC(=O)CCc2nc3ccccc3s2)cc1	-29%	8%	-3%	-8%	?	-3	35µM*	23%	-5%
O=C(NCCCN1CCOCC1)c1c(O)c2cc(Br)cc(Br)c2[nH]c1=O	-20%	4%	-6%	21%	2%	6	16%	74%[activator]	3%
CCOC(=O)c1sc2nc(SC)nc(-c3ccccc3)c2c1N	0%	-25%	i	-6%	0%	1	23%[12.7 µM]	32%[activator]	8%
COc1ccc(C(=O)/C=C/Nc2ccc(S(=O)(=O)Nc3onc(C)c3C)cc2)cc1	?	29%	-3%	-3%	?	-4	?	1%	1%
Cc1onc(-c2ccccc2Cl)c1C(=O)OCc1cnc(Cl)s1	61%[activator]	1%	7%	-5%	51%[activator]	-2	125%[activator]	135%[activator]	5%
Cc1c(Cl)cccc1NC(=O)C(C)n1c(=O)cc(C)c2c(C)nn(-c3ccccc3)c21 (centres undefined)	-12%	-2%	4%	4%	-7%	-5	11%[59 µM]	13%	0%
O=C(c1cc(F)ccc1F)N1CCC(N2CCC(C(=O)N3CCCC3)CC2)CC1	-13%	-6%	-9%	17%	-3%	0	-12%[0.0925 µM]	60%[activator]	?
S=C(NCc1ccco1)N1CCN(Cc2ccc(Cl)cc2Cl)CC1	?	18%	-4%	13%	?	0	19%[59 µM]	?	8%
Cc1ccc(C(C)C)cc1C(=O)CC1(O)C(=O)N(C)c2ccccc21 (centres undefined)	-11%	-9%	0%	-3%	5%	0	23%	10%	1%
Cc1ccc2oc(=O)c3cc(C(=O)N(Cc4ccccc4)C(C)C)sc3c2c1	6%	-1%	3%	0%	2%	-7	4%[59 µM]	64%[activator]	1%

A draw from above in order of SMILES length, high to low:
SMILES	JMJD2A Tudor inh	GLS inhibitor	PGK inhibitor	ERG Ets-DNA blk	BAZ2B block	PI4K2A inh	G9a block	HP1b binding inh	Pin1 inh
Cc1cc(C)c(C)c(S(=O)(=O)Nc2ccccc2C(=O)O)c1C	-15%	-13%	-6%	5%	-18%	0	?	-4%	-21%
S=C(NCc1ccco1)N1CCN(Cc2ccc(Cl)cc2Cl)CC1	?	18%	-4%	13%	?	0	19%[59 µM]	?	8%
O=C(CNc1ccccc1)N/N=C/c1ccc2c(c1)OCCO2	-23%	30%[activator]	3%	-12%	-14%	4	7%[59 µM]	11%	2%

(more compounds)
SMILES	JMJD2A Tudor inh	GLS inhibitor	PGK inhibitor	ERG Ets-DNA blk	BAZ2B block	PI4K2A inh	G9a block	HP1b binding inh	Pin1 inh
CC(C)(C)c1nc(NCCO)c2nnn(Cc3ccccc3)c2n1	?	-10%	6%	-4%	4%	3	14%[0.501 µM]	-2%	0%
COc1ccccc1Oc1ccc2c(c1)C(=O)N(c1ccc(C)cc1)C2=O	-5%	8%	0%	11%	10%	-5	/	41%[activator]	2%
CN(CC(=O)Nc1ccccc1Cl)C(=O)COC(=O)c1cnccn1	-18%	1%	-5%	0%	-1%	-1	23%	15%	-6%
CCOc1ccc(NC(=O)CCc2nc3cccnc3n2Cc2ccc(OC)cc2)cc1	-10%	7%	16%	?	-4%	0	-34%[59 µM]	16%	19%
N=C1C(c2ccccc2)=C(O)CN1c1cccc2ccccc12	-3%	-7%	-7%	-2%	-25%	2	-2%	21%	-2%
CCN(CC)S(=O)(=O)c1ccc(N2CCOCC2)c(NC(=O)CCOc2ccccc2)c1	-20%	-1%	-6%	0%	5%	0	14%	29%	-4%
O=C(O)CNC(=S)N(Cc1ccccc1F)C1CCCCC1	-19%	2%	i	-3%	6%	-5	9%	33%	-1%
CCC1CCCCN1C(=O)CSc1nc(N)cc(=O)[nH]1 (centres undefined)	-1%	0%	-10%	-5%	-1%	1	-9%	-2%	-3%
CC(=O)c1c(C(C)=O)c(C)n(Cc2ccc(Cl)cc2)c1C	-6%	-2%	-7%	-3%	0%	-3	6%[59 µM]	0%	-5%
